Bioassay records as filed in PubChem.
GPR151 ag: activators of human GPR151, primary screen, cell-based, PathHunter beta-arrestin, luminescence. G-protein coupled receptor 151 (Homo sapiens), Q8TDV0. PathHunter beta-arrestin GPR151 cells. activation, % at 11.2 µM. hit rate 1% among 650,000. AID 1508602, 2020; in the data active = activation above about 4.9%;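 also: 0% = median of compound wells and 100% = cells with positive control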
Target sequence (Q8TDV0 whole entry, looked up): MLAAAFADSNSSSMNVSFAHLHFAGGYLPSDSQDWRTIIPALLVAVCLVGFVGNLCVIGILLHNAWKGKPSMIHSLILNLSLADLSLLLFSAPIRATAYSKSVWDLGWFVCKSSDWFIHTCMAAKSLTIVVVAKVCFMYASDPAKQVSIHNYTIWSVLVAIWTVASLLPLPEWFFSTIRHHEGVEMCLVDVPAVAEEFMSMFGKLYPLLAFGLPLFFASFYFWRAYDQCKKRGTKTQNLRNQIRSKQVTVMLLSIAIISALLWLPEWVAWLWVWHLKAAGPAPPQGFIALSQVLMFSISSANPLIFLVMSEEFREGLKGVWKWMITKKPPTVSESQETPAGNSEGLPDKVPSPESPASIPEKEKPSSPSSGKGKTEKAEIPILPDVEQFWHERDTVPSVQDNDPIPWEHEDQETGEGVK
FBW7 act: FBW7 E3 ligase activators, primary screen, biochemical, AlphaScreen, human. F-box/WD repeat-containing protein 7 (Homo sapiens), Q969H0. AlphaScreen FBW7–phospho-cyclin E peptide binding, activator screen. normalized activity (activation), % at 26.1 µM. hit rate 0.13% among 650,000; in the data active = normalized activity above about 1.9%;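 also: purified mutant Fbw7 with reduced substrate affinity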
TEAD-YAP inh: TEAD-YAP interaction inhibition, primary screen, TEAD-YAP interaction inhibitor project, luminescence, HEK-TIYL cells; TEAD-Gal4/YAP UAS-luciferase luminescence; inhibition, % at 9.12 µM; hit rate 1.4% among 640,000; AID 1259422, 2018; in the data active = inhibition above about 32%;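 also: 0% = median of test compound wells and 100% = reference inhibitor wells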
MITF primary: MITF inhibitors, primary screen, biochemical, AlphaScreen, human | AlphaScreen MITF homodimerization, bead proximity signal | inhibition, % at 2.6 µM | hit rate 0.91% among 650,000 | AID 1259374, 2018; in the data active = inhibition above about 50%;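 also: 0% = vehicle wells with protein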
Target sequence (O75030 whole entry, looked up): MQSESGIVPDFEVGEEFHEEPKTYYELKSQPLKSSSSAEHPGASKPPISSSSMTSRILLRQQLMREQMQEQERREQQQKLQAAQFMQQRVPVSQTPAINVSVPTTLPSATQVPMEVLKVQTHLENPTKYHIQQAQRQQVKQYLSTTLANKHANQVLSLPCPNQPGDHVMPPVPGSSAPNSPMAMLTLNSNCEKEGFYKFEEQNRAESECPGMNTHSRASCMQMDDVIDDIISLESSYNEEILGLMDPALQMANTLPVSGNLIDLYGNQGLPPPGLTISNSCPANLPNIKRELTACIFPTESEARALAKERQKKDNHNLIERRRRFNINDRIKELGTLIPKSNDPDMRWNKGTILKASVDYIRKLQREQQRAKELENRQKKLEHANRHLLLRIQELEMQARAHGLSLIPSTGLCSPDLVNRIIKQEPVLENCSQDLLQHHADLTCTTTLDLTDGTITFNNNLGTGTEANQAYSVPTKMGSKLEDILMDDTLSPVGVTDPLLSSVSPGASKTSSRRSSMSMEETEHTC
* marks the source's active call; other numbers are inactive results.

The first 5 entries, to show the layout:
SMILES	GPR151 ag	FBW7 act	TEAD-YAP inh	MITF primary
NCCNC(=O)CCc1n[nH]c(=O)c2ccccc12	1.0	-0.1	1	-5
COc1cc(NC(=O)c2ccc3c(c2)C(=O)N(CCC(C)C)C3=O)c(C(=O)O)cc1OC	-0.6	0.0	0	11
O=C(NCC1CCC2(CCN(C(=O)c3ccoc3)CC2)O1)c1ccccc1C(F)(F)F (centres undefined)	-0.6	0.0	-4	1
CN1CCN(C(=O)c2ccc(-c3nc4ncnc(NCCO)c4[nH]3)cc2)CC1	1.1	-0.1	4	11
COc1ccc(CN2CCN(c3ccc([N+](=O)[O-])cc3)CC2)cc1O	6.7*	0.1	36*	50

The list itself (from the top)
SMILES	GPR151 ag	FBW7 act	TEAD-YAP inh	MITF primary
NCCNC(=O)CCc1n[nH]c(=O)c2ccccc12	1.0	-0.1	1	-5
COc1cc(NC(=O)c2ccc3c(c2)C(=O)N(CCC(C)C)C3=O)c(C(=O)O)cc1OC	-0.6	0.0	0	11
O=C(NCC1CCC2(CCN(C(=O)c3ccoc3)CC2)O1)c1ccccc1C(F)(F)F (centres undefined)	-0.6	0.0	-4	1
CN1CCN(C(=O)c2ccc(-c3nc4ncnc(NCCO)c4[nH]3)cc2)CC1	1.1	-0.1	4	11
COc1ccc(CN2CCN(c3ccc([N+](=O)[O-])cc3)CC2)cc1O	6.7*	0.1	36*	50
Cc1ncc2c(c1CNC(=O)/C=C/c1cccs1)CCN(C(=O)[C@@H]1C[C@@H]3C=C[C@H]1C3)C2	1.8	-0.3	-12	-4
C/C(=N\Nc1cc(-n2cc(C)cn2)ncn1)c1ccccc1	0.4	-0.2	-10	4
CCC(=O)Nc1sc2c(c1C(=O)Nc1ccc(Br)cc1)CCCCC2	-0.3	1.1	-6	3
COc1ccccc1-n1cc(-c2ccccc2)nc1SCC(=O)Nc1ccc(C)cc1	0.5	-0.1	12	2
COc1ccccc1N1CCN(C(=O)c2sc3nc4n(c(=O)c3c2C)CCCC4)CC1	0.1	0.0	1	-9
COc1ccc2cc(/C=N/NC(=O)CSc3ncccn3)c(Cl)nc2c1	-0.1	0.0	3	12
CCOc1cccc(Nc2c3c(nc4ncnn24)CCC3)c1	-0.8	0.0	-2	8
Cc1ccc(-c2csc3ncn(CC(=O)O)c(=O)c23)cc1	0.2	-0.1	-3	25
Cc1c(Cl)cccc1NC(=O)CSCc1ccc(Cl)cc1	-0.7	0.6	-6	15
COc1ccc(NC(=O)CCCNC(=O)Cn2cnc3sc4c(c3c2=O)CCCC4)c(OC)c1	-1.3	0.0	4	19
Cc1cccc(CCNC(=O)c2ccc(CNc3c(N4CCCCC4)c(=O)c3=O)cc2)c1	0.1	0.0	-2	-15
Cc1cc2nc3s/c(=C/c4ccc(N5CCN(C)CC5)c([N+](=O)[O-])c4)c(=O)n3c2cc1C	-1.7	0.0	38*	-6
CC(NC(=O)c1ccccc1NC(=O)CN1C(=O)C2CC=CCC2C1=O)c1ccccc1 (centres undefined)	-1.6	0.0	7	5
Cc1nnc(NC(=O)CSC2=NCCS2)s1	0.6	-0.7	-4	-3
CCOC(=O)CC(=O)N1CCN(CC(=O)OCC)CC1C(=O)NCc1ccccc1 (centres undefined)	0.2	0.0	8	7

Results in TEAD-YAP inh, GPR151 ag and FBW7 act, for 3 of the compounds above:
Structure | TEAD-YAP inh | GPR151 ag | FBW7 act
Cc1ncc2c(c1CNC(=O)/C=C/c1cccs1)CCN(C(=O)[C@@H]1C[C@@H]3C=C[C@H]1C3)C2 | -12 | 1.8 | -0.3
C/C(=N\Nc1cc(-n2cc(C)cn2)ncn1)c1ccccc1 | -10 | 0.4 | -0.2
CCC(=O)Nc1sc2c(c1C(=O)Nc1ccc(Br)cc1)CCCCC2 | -6 | -0.3 | 1.1

(continued)
SMILES	GPR151 ag	FBW7 act	TEAD-YAP inh	MITF primary
COC(=O)c1ccccc1NC(=O)c1sc2ncn(CC(=O)Nc3cccc(C(F)(F)F)c3)c(=O)c2c1C	-0.7	-0.2	2	20
COc1cc(C2NC(=O)NC(C)=C2C(=O)OCC(F)(F)F)ccc1OCc1ccccc1 (centres undefined)	-1.0	0.1	-17	1
COc1ccc(OC)c(C2CC(=O)C3=C(C2)NC(=O)CC3c2ccc(OC)c(OC)c2)c1 (centres undefined)	0.5	-0.5	-29	-2
CCOc1cc(C(=O)Nc2ccccc2N2CCOCC2)cc(OCC)c1OCC	5.8*	-0.1	5	-2
COC(=O)CSc1nc(-c2ccccc2Cl)cc(-c2ccccc2)c1C#N	-2.2	0.1	-9	4
COc1ccc(C(=O)N/N=C/C2CC3CCC2C3)cc1OC (centres undefined)	0.7	0.1	8	2
CCOc1ccc2ncc(S(=O)(=O)c3ccc(OC)cc3)c(N3CCN(C)CC3)c2c1	-0.4	0.1	-1	20
O=C1OC(c2cccc([N+](=O)[O-])c2)=N/C1=C/c1ccc2c(c1)OCO2	0.9	0.0	5	4
O=C(CSc1cc(C(F)(F)F)c2cc3c(cc2n1)OCO3)NCc1ccco1	1.9	0.0	-2	2
COC(=O)c1ccc(C2Nc3ccccc3NC3=C2C(=O)CC(c2ccccc2)C3)cc1 (centres undefined)	0.2	0.2	-7	-3
CN1CCN(C(=O)c2cc3c(=O)n4ccccc4nc3n2C)CC1	0.2	0.3	2	1
COc1ccc(C(=O)Nc2onc3c2CCC3)cc1OC	-0.9	0.0	-37	5
Cc1cc(C)c(C#N)c(SCC(=O)Nc2nc3cc([N+](=O)[O-])ccc3s2)n1	0.1	0.1	-32	6
Cc1c(Cl)cccc1NC(=O)Nc1cccc(Cn2cccn2)c1	-0.6	-0.1	-4	7
CCOC(=O)NC12CC3CC(CC(C3)C1)C2	-1.0	-0.1	2	-10
COC(=O)C1CCCCN1C(=O)CC1(c2cccc(F)c2)CC(=O)N(C)C1=O (centres undefined)	0.0	0.0	11	-9
CCCCCCCCOC1OC(COC(C)=O)C(OC(C)=O)C(OC(C)=O)C1NC(C)=O (centres undefined)	-1.6	1.2	1	0
Cc1nonc1NC(=O)CSc1ccc(-c2ccccc2)nn1	-5.2	0.0	-2	5
Cc1cccn2c(CN(C)CC(O)c3ccccc3)c(C(=O)N3CCOCC3)nc12 (centres undefined)	-0.2	0.1	-6	14
COc1ccc(CCNC(=O)Cn2c(=O)oc3ccccc32)cc1OC	-0.7	0.2	-10	13
C=CCNc1ncnc2sc3c(c12)CCC3	0.5	0.3	-19	0
CCOC(=O)c1cc(-c2ccc(O)c(OC)c2)no1	0.4	0.1	6	-13
CCOC(=O)Cc1ccc(N(Cc2ccc(Cl)cc2)S(=O)(=O)c2ccc(C(C)(C)C)cc2)cc1	0.0	-0.1	-2	2
CCc1ccccc1OCCOCCN1CCN(C)CC1	-1.6	0.2	3	58*
COc1ccc(CCNC(=O)C(=O)Nc2c(C)cccc2C)cc1OC	0.1	0.8	-11	18
O=C(NNC(=O)c1ccc(-n2cccc2)cc1)Nc1ccc(Br)cc1	2.8	0.0	-8	16
CCOC(=O)c1sc2nc(NC(=O)c3ccc([N+](=O)[O-])o3)sc2c1C	-2.4	0.0	-2	-6
COc1ccccc1C(=O)Nc1c(C)ccc2nsnc12	-0.6	-0.1	13	5
COc1ccc(C(=O)Nc2c(C)n(C)n(-c3ccccc3)c2=O)c(OC)c1OC	1.0	0.2	-2	7
O=C(Nc1cccc2c1C(=O)c1ccccc1-2)c1ccc(N2C(=O)C3C4C=CC(C4)C3C2=O)cc1 (centres undefined)	1.0	0.3	0	18
O=C(O)c1ccc(N=C2NC(=O)C(CO)(CO)S2)cc1	-0.9	0.6	-1	13
COc1cccc(C2CC(c3c(Cl)cccc3Cl)n3nc(N)nc3N2)c1 (centres undefined)	-1.2	-0.1	-2	14
CCOC(=O)CNC(=O)N1CCCC(CNC(=O)c2ccccc2Cl)C1 (centres undefined)	0.3	0.2	4	11
Cc1ccc(-c2cn3nc(C)c(C)nc3n2)cc1	-5.1	0.0	46*	-3
CC1C(=O)Nc2ccc(S(=O)(=O)Nc3ccccc3Cl)cc2NC1=O (centres undefined)	0.4	0.1	5	11
CCCN1CCC(N(C2CC2)S(=O)(=O)c2ccc(OC)cc2)CC1	1.3	-0.2	9	5
CC(=O)Nc1cccc(NS(=O)(=O)c2ccc([N+](=O)[O-])cc2)c1	1.0	0.0	6	5
COc1ccccc1C(=O)COC(=O)C1CCN(S(=O)(=O)c2cccs2)CC1	0.4	0.0	0	9
CC(=O)C(C)C1(C)NN=C(c2ccccc2)S1 (centres undefined)	4.1	0.1	-31	3
Cc1ccc(C)c(C(=O)Nc2cccc(F)c2)c1	-1.6	0.3	6	10
CCOC(=O)c1cnc(SCc2nc(-c3ccc(C)cc3)oc2C)nc1N	-0.3	0.1	-2	3
CCOC(=O)C1=C(C)N=c2s/c(=C\c3ccccc3F)c(=O)n2C1c1c(OC)ccc2ccc(OC)cc12 (centres undefined)	-0.4	-0.2	-7	-1
CCOC(=O)c1sc(NC(=O)CSc2nnc(CNC(=O)c3cccc(OC)c3)n2C)c(C(=O)OCC)c1C	-0.7	0.5	8	5
O=C(c1ccc(NS(=O)(=O)c2cccc(F)c2)cc1)N1CCC(Cc2ccccc2)CC1	-0.9	-0.2	1	0
CCC1CN(CCNC(=O)c2cccnc2C)Cc2cc(OC)ccc2O1 (centres undefined)	1.3	0.0	-5	11
CCc1ccccc1NC(=O)CSc1nc2c(c(-c3ccco3)c1C#N)CCCC2	-0.5	0.0	-3	-13
CC1CCCCC12NC(=O)N(CC(=O)O)C2=O (centres undefined)	0.6	-0.1	0	6
COC(=O)c1cc(NS(=O)(=O)c2cccs2)cc(C(=O)OC)c1	-0.9	0.0	-2	-8
C=CCN(C(=O)NCc1noc2ccccc12)c1ccccc1	-0.3	-0.1	6	3
O=c1[nH]c(=O)n(-c2ccc(Cl)cc2)c(O)c1C=NCCC1=CCCCC1	0.0	0.0	7	8
CC(C)N(CCNC(=O)c1ccc2nc(NCCN3CCOCC3)sc2c1)C(C)C	-0.4	0.0	2	-11
CCOC(=O)c1c(NC(=O)c2cccc(F)c2)sc(C(=O)N(CC)CC)c1C	-0.1	0.0	0	10
CC(C)N1C[C@H](NCc2ccccc2)C[C@H]1C(=O)NCCc1ccccc1F	-0.3	0.0	8	-10
CCCOC(=O)c1ccc(NC(=O)C(C)(C)CC)cc1	-0.3	0.3	-58	12
NCc1ccccc1OC(F)F	1.2	-0.1	0	1
COc1ccc(C(=O)CSc2nnnn2C2CCCC2)cc1	-0.6	1.0	-76	10
Cc1ccc(NC(=O)C(C(C)C)N2C(=O)c3ccccc3C2=O)cc1 (centres undefined)	0.4	-0.1	6	11
CCc1cc(=O)oc2cc(OCC(N)=O)c(Cl)cc12	0.0	0.0	6	-12
Nc1ccc(-c2ccnc(Nc3ccc(S(N)(=O)=O)cc3)n2)cc1	0.2	-0.3	7	-3
CC(C)C(=O)NC(c1ccc(Cl)cc1)c1ccc2cccnc2c1O (centres undefined)	1.1	-1.6	85*	12

(listing goes on)
SMILES	GPR151 ag	FBW7 act	TEAD-YAP inh	MITF primary
S=c1nc(N2CCCCC2)[nH]c(N2CCCCC2)n1	-0.4	-0.1	7	-9
CC1=C(C(=O)Nc2cccc(Cl)c2)C(c2ccc(N(C)C)cc2)NC(=O)N1 (centres undefined)	-0.5	-0.2	6	-7
CCOC(=O)C1C(=O)CC(O)(c2ccc(Cl)cc2)CC1C=C(Cl)Cl (centres undefined)	-0.3	0.1	3	13
O=C1c2ccccc2C2CC(c3cc(Cl)ccc3Cl)=NN12 (centres undefined)	-0.6	0.0	2	14
COc1cc2c(C(=O)N3CCC(C)CC3)cn(C)c(=O)c2cc1OC	-1.4	-0.2	1	-3
CCOC(=O)Cc1csc(NC(=O)COc2cccc(C)c2)n1	0.0	-0.1	-2	-16
O=C(/C=C/c1ccco1)N1CCN(S(=O)(=O)c2ccc(F)c(F)c2F)CC1	1.7	0.0	10	10
O=C(Nc1ccc(S(=O)(=O)NCCc2ccccc2)cc1)C1CCCCC1	0.0	0.2	3	-23
Cc1cc(C)nc(N2CCN(C(=O)C(C)(C)C)CC2)n1	-0.3	0.1	9	15
Cc1ccnc(NS(=O)(=O)c2ccc(NC(=O)/C=C/c3ccccc3)cc2)n1	-0.4	-0.2	-11	-14
C=CCn1c(C2CC(=O)N(c3ccccc3)C2)nc2ccccc21 (centres undefined)	1.0	-0.4	-2	-2
